Bioassay records (PubChem)
Glioma ERSR ind: inducers of ER stress response in human glioma cells; U87-MG GRP78 promoter luciferase reporter, 16 h; 420,000 tested, 0.02% active; Potency, µM, for the others: at the top dose activation, actives largely listed as activators; further: potency means the concentration at half of the fitted maximal effect; series mostly up to about 76 µM; % of control where 0% means no effect; nearly all actives have a fitted effect of over 35% in size
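Stably transfected U87-MG human glioma cells carrying a GRP78-based luminescent sensor were seeded at 1000 cells/well, pin-dosed with compounds and incubated 16 h. Luciferase reagent was then added, and end-point luminescence was read after 10 min at room temperature.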
Vif-A3F inh: Vif-A3F binding inhibition. HeLa A3F-eYFP + Vif (tagged APOBEC3F with the HIV-1 protein that degrades it), YFP fluorescence increase. Potency, µM (series often up to 46.1 µM), inactives show top-dose activity, negative = active. 390,000 tested, 0.2% active; further: potency means the concentration at half of the fitted maximal effect; % of control where 0% means no effect; nearly all actives have a fitted effect of over 65% in size
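HeLa cells stably expressing Vif plus C-terminally eYFP-tagged A3F were seeded, incubated overnight at 37 deg C, dosed with compound, incubated overnight again at 37 deg C. Yellow fluorescence (Ex 488/Em 500-530) reported blocked Vif-mediated A3F-eYFP degradation.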
RXFP1 agonist: RXFP1 (human) receptor agonism | AID 2676 | 370,000 tested, 0.3% active | Potency, µM (series often up to 57.5 µM), for the others: at the highest dose activation, usual class: activators | HEK293T-RXFP1 cAMP TR-FRET, 30 min; response scale: percent of porcine relaxin response, buffer zero | Q9HBX9; further: potency means the concentration at half of the fitted maximal effect; on the % scale 0 is the no-effect control and ±100 the full control effect; nearly all actives have a fitted effect of over 60% in size; many of its hits are not listed in these tables
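Agonist response is measured as cAMP accumulation in an RXFP1-transfected HEK293T line under PDE4 inhibition. Values are scaled between buffer-only and 29 nM porcine relaxin, and EC50s come from standard Hill equation fits.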
LDHA block: LDHA (human) enzyme inhibition. activity change, % (values are at about 110 or 230 µM). P00338. 480,000 tested, 0.15% active. purified LDHA, NADH/diaphorase-resazurin fluorescence; hits give low values; in the data active means activity change below about -30%; inconclusive means mostly about -25% to -30%;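 further: plate controls were DMSO wells for no effect and wells without enzyme for full effect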
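LDH5 2 nM; NADH 0.06 mM, pyruvate 0.2 mM; 200 mM Tris pH 7.4, EDTA, Tween-20; 5 min RT. Detection: diaphorase 0.133 mg/mL + resazurin 37 µM, fluorescence ex540/em590 at 0 and 20 min; normalized to enzyme-free and DMSO wells.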
PI4K2A block: blocks human PI4K2A kinase activity. Q9BTU6. purified PI4K2A, ADP-Glo luminescence, 1 h; hits give low values. activity change, negative = inhibition, % at 76.9 µM. 420,000 tested, 0.13% active. AID 1346378; in the data active means activity change below about -50%; inconclusive means mostly about -30% to -49%;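 further: -100% = wells without enzyme as full effect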
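PI4K2A activity was measured by ADP-Glo luminescence: enzyme (4 ug/mL stock) and phosphatidylinositol (1.2 mM stock) in Tris pH 7.5/MgCl2/EGTA/Triton X-100 buffer were reacted with ATP (300 microM stock) for one hour at ambient temperature.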
USP1-UAF1 inh: USP1/UAF1 (human) deubiquitinase inhibition. O94782. recombinant USP1/UAF1, Ub-Rhodamine cleavage fluorescence. Potency, µM (series often up to 57.1 µM), for inactives: at the top dose activity change, negative = inhibition, most hits filed as inhibitors. 390,000 tested, 0.23% active. AID 743255; further: potency means the concentration at half of the fitted maximal effect; on the % scale 0 is the no-effect control and ±100 the full control effect; nearly all actives have a fitted effect of over 60% in size; inactives centre near -12
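High-throughput fluorogenic screen: 1nM USP1/UAF1 complex, Ub-Rho substrate 150nM final, 50mM HEPES pH 7.8 with 0.5mM EDTA, 0.1 mg/ml BSA, 1mM TCEP and 0.01% Tween-20.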
mIDH1 inhibitor: human IDH1 R132H inhibition; IDH1-R132H enzyme, NADPH consumption, diaphorase/resazurin fluorescence; Potency, µM (highest dose often 76.6 µM), inactives show at the highest dose activity change, negative = inhibition, usual class: inhibitors; 390,000 tested, 0.093% active; further: potency means the concentration at half of the fitted maximal effect; on the % scale 0 is the no-effect control and ±100 the full control effect; nearly all actives have a fitted effect of over 65% in size
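IDH1-R132H (0.5 ug/mL) preincubated 30 min with compound, then NADPH (0.016 mM) and alpha-KG (2 mM) added; 80 min at RT, pH 7.5. Remaining NADPH coupled via diaphorase/resazurin to fluorescence (540/590 nm); concentration-response curves normalized to no-enzyme control.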
TrxR1 substrate: rat thioredoxin reductase 1 substrate activity | AID 588456 | 390,000 tested, 0.01% active | O89049 | Potency, µM (titrated, usually from 114 µM), for the others: top-dose activity change, negative = substrate turnover | purified TrxR1 substrate turnover, NADPH consumption readout; further: potency means the concentration at half of the fitted maximal effect; on the % scale 0 is the no-effect control and ±100 the full control effect; nearly all actives have a fitted effect of over 50% in size
Target sequence (O89049 whole entry, looked up): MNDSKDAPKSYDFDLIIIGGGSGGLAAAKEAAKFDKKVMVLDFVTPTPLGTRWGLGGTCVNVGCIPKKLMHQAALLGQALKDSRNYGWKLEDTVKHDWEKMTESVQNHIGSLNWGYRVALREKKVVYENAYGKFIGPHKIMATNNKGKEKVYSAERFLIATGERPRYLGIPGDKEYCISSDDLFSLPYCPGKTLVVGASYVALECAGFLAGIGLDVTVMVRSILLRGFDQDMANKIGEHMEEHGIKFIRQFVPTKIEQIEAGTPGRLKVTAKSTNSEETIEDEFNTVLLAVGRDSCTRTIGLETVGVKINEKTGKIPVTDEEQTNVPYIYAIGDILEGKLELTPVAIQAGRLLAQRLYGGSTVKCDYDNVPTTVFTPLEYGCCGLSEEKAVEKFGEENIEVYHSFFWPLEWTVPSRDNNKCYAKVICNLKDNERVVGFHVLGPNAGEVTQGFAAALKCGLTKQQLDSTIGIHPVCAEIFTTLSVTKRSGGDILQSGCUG
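Rat TrxR1, dispensed at 90 nM, was prereduced with 400 uM NADPH (final) for 5 min at ~22 deg C, then incubated with compound 15 min before 400 uM selenite. A first-read NADPH fluorescence drop versus no-compound background flagged substrates.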
Vif-APOBEC3G blk: Vif-A3G binding inhibition; Potency, µM (highest dose often 46.1 µM), for inactives: top-dose activity, negative = active, most hits filed as inhibitors; HeLa A3G-eYFP + Vif (tagged APOBEC3G with the HIV-1 protein that degrades it), YFP fluorescence, overnight; 410,000 tested, 0.076% active; Q9HC16;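 further: potency means the concentration at half of the fitted maximal effect; on the % scale 0 is the no-effect control and ±100 the full control effect; nearly all actives have a fitted effect of over 60% in size; hits raise eYFP signal because A3G escapes Vif-driven loss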
Target sequence (Q9HC16 whole entry, looked up): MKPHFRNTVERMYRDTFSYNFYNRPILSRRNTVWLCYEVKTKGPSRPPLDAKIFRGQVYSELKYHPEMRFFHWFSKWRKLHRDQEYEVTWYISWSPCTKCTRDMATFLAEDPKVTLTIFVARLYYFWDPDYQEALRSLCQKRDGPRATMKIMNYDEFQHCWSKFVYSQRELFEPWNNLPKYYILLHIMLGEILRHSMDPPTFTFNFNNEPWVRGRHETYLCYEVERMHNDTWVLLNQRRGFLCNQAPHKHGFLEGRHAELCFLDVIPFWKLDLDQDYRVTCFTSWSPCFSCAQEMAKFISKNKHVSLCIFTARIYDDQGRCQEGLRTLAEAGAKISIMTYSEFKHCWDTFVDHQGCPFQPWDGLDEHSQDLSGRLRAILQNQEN
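Read-out is eYFP fluorescence (Ex 488/Em 500-530) from Vif-expressing HeLa A3G-eYFP cells; more signal means A3G escaped Vif-mediated degradation. Cells plated overnight, compound pinned in, incubated overnight at 37 deg C.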
* hit, by the source's call; u = inconclusive; x = not tested or not shown; & = joins results of further samples; [ ] = another dose, or the depositor's remark. Unless noted, the call rests on the fitted dose curve; in most records, active means well fitted curve in the direction sought with a large enough effect; inconclusive means small, poorly fitted or top-dose-only effect, or another doubt; inactive means no such curve, though single readings can be large; an effect the other way counts as inactive or inconclusive.

Values run as follows: Glioma ERSR ind	Vif-A3F inh	RXFP1 agonist	LDHA block	PI4K2A block	USP1-UAF1 inh	mIDH1 inhibitor	TrxR1 substrate	Vif-APOBEC3G blk
1. CCOC(=O)c1[nH]c(C)c(/C=N/O)c1C
→ -4.3%	-1.0%	0.2%	-7.0&0.2	45.3	-12.5%	0.5%	11.1%[57.1 µM]	-0.2%
2. CCCCCn1c(N2CCC(Cc3ccccc3)CC2)nc2c1c(=O)[nH]c(=O)n2C
→ -11.8%	-1.1%	x	1.3	3.6	u	-10.5%	-4.0%	-3.7%
3. CCC1CCCCN1Cc1c(O)ccc2c(=O)c(-c3ccccc3OC)coc12 (configuration not stated)
→ -1.1%	-3.9%	x	-0.9	3.1	-18.2%	-13.6%	211.1%[activator]	1.8%
4. COc1cccc(NC(=O)COC(=O)c2ccccc2SCC(=O)N2CCCC2)c1
→ 2.0%	-11.1%	-0.6%	-4.3	-1.0	1.2%	0.4%	-11.0%	-0.5%
5. C/C(=C\c1cccc(Cl)c1Cl)C(=O)c1c(C)cc(C)[nH]c1=O
→ -1.4%	-11.6%	-0.2%	-0.2	-1.7	-19.0%	17.8%	1.7%	-1.0%
6. Cc1ccc(S(=O)(=O)N2CCc3ccccc3C2CN2C(=O)c3ccccc3C2=O)cc1 (configuration not stated)
→ -4.4%	5.5%	0.3%	-5.1	-0.4	-16.1%	4.4%	-1.6%	4.0%
7. Cc1ccccc1-n1c(N)c(C(=O)Nc2ccc(F)cc2)sc1=S
→ -1.1%	0.4%	0.2%	5.1	2.3	3.7%	20.2%	3.7%[57.1 µM]	2.5%
8. O=C(c1cn(CC2CCCCC2)nn1)N1CCN(c2ccc(F)cc2)CC1
→ -1.0%	2.5%	0.3%	0.7	3.0	-24.9%	0.1%	-1.9%	5.1%
9. COC(=O)c1sc(S(=O)(=O)N2CCN(CCO)CC2)c(C(=O)OC)c1C
→ -4.4%	3.2%	1.2%	-4.2	-2.3	-15.6%	3.3%	-2.1%[57.1 µM]	-6.8%
10. COc1ccc2oc(-c3ccc(C)c(NC(=O)c4ccc(-c5ccccc5[N+](=O)[O-])o4)c3)nc2c1
→ 2.9%	-4.8%	-2.6%	-1.8	-0.7	-21.5%	30.5%	-1.8%	1.5%

Copied from above: compounds 1–5
Values run as follows: Glioma ERSR ind	Vif-A3F inh	RXFP1 agonist	LDHA block	PI4K2A block	USP1-UAF1 inh	mIDH1 inhibitor	TrxR1 substrate	Vif-APOBEC3G blk
1. CCOC(=O)c1[nH]c(C)c(/C=N/O)c1C
→ -4.3%	-1.0%	0.2%	-7.0&0.2	45.3	-12.5%	0.5%	11.1%[57.1 µM]	-0.2%
2. CCCCCn1c(N2CCC(Cc3ccccc3)CC2)nc2c1c(=O)[nH]c(=O)n2C
→ -11.8%	-1.1%	x	1.3	3.6	u	-10.5%	-4.0%	-3.7%
3. CCC1CCCCN1Cc1c(O)ccc2c(=O)c(-c3ccccc3OC)coc12 (configuration not stated)
→ -1.1%	-3.9%	x	-0.9	3.1	-18.2%	-13.6%	211.1%[activator]	1.8%
4. COc1cccc(NC(=O)COC(=O)c2ccccc2SCC(=O)N2CCCC2)c1
→ 2.0%	-11.1%	-0.6%	-4.3	-1.0	1.2%	0.4%	-11.0%	-0.5%
5. C/C(=C\c1cccc(Cl)c1Cl)C(=O)c1c(C)cc(C)[nH]c1=O
→ -1.4%	-11.6%	-0.2%	-0.2	-1.7	-19.0%	17.8%	1.7%	-1.0%

Following part.
Values run as follows: Glioma ERSR ind	Vif-A3F inh	RXFP1 agonist	LDHA block	PI4K2A block	USP1-UAF1 inh	mIDH1 inhibitor	TrxR1 substrate	Vif-APOBEC3G blk
11. Cc1ccc(CSCC(=O)N2CCN(Cc3ccc4c(c3)OCO4)CC2)cc1
→ -4.7%	2.9%	-0.9%	4.3	2.1	-8.5%	6.8%	3.4%[57.1 µM]	3.5%
12. O=C(CSc1nc2c([nH]c3ccccc32)c(=O)n1-c1ccccc1F)NCC1CCCO1 (configuration not stated)
→ 6.7%	0.6%	2.2%	-2.5	1.9	-13.3%	-5.9%	56.8%[activator]	-8.4%
13. O=C(O)CCc1ccc(-c2ccc(F)cc2)n1NC(=O)c1ccco1
→ -2.8%	6.3%	-1.1%	-5.3	-4.5	-24.2%	3.3%	16.3%[57.1 µM]	1.8%
14. CCOC(=O)C1=CCC2C(=O)N(CC)C(=O)C12 (configuration not stated)
→ -4.3%	x	x	-5.9	-5.2	x	x	x	2.1%
15. CSc1nnc(-c2sccc2OCc2ccccc2)n1C
→ -2.7%	8.9%	6.7%	-7.7	2.8	1.8%	6.8%	-11.2%	-1.9%
16. CC(=O)Nc1cccc(NC(=O)CSc2nc3c(c(=O)n(C)c(=O)n3C)n2C)c1
→ 2.3%	5.5%	28.2µM*	-3.4	4.2	2.3%	-2.2%	1.3%	-5.1%
17. Cc1c(C(N)=O)sc2ncn(CC(=O)N(C)C3CCCCC3)c(=O)c12
→ -2.6%	4.9%	7.9%	-5.4	0.8	-7.9%	8.8%	-4.4%	-4.7%
18. O=C(/C=C\Nc1ccc(S(=O)(=O)Nc2ncccn2)cc1)c1cccc2ccccc12
→ -4.0%	-0.3%	20.3%	-6.4	2.2	-15.5%	-5.4%	-4.9%	-9.5%
19. COc1ccc(C(c2sc3ncnn3c2O)N2CCN(c3ccccc3F)CC2)cc1OC (configuration not stated)
→ 0.8%	-10.7%	1.4%	-0.4	1.6	-4.3%	0.7%	7.0%[57.1 µM]	-12.8%
20. C/C(=N\O)C(=O)NCc1ccncc1
→ -6.8%	2.0%	0.2%	-2.9	6.6	-9.2%	-2.7%	7.1%	-0.7%
21. CN(CC(=O)Nc1cccc(F)c1)C(=O)c1ccc2c(=O)n3c(nc2c1)CCC3
→ -2.1%	0.6%	2.4%	-0.8	4.7	-5.0%	2.1%	5.3%	-0.8%
22. CC1CCN(C(=O)C(C)c2ccc([N+](=O)[O-])cc2)CC1 (configuration not stated)
→ -0.6%	1.6%	0.6%	-0.3	5.5	-12.1%	5.8%	9.0%[57.1 µM]	-8.1%
23. Cc1ccnc(NS(=O)(=O)c2ccc(NC(=O)C3CCCCC3)cc2)n1
→ -5.3%	-5.1%	1.3%	-6.3	-2.0	-15.1%	2.9%	11.6%	3.1%
24. O=C(Nc1cc(Cl)ccc1O)C1CCCO1 (configuration not stated)
→ -7.6%	x	2.2%	0.1	-3.1	-15.0%	5.4%	-2.7%	-6.7%
25. COC(=O)c1cc(-c2ccc3c(c2)OCO3)nc2ccccc12
→ 5.1%	5.0%	5.3%	1.3	11.1	-5.3%	0.0%	12.9%[57.1 µM]	2.8%
26. CCOc1ccc(-c2[nH]ncc2Oc2cccc(OC)c2)c(O)c1
→ -15.8%	0.0%	2.3%	-3.8	1.9	-4.1%	15.9%	6.4%[57.1 µM]	-27.8%
27. C=Cc1ccc(Cn2c(C)c(C(=O)NCc3ccc4c(c3)OCO4)sc2=O)cc1
→ -2.3%	x	x	1.9	-2.8	x	x	x	-0.5%
28. COCc1cc(C)nc(SCC(=O)Oc2ccccc2)c1C#N
→ -2.8%	6.1%	-0.8%	-11.9	-2.6	-26.0%	3.1%	2.0%[57.1 µM]	2.0%
29. Cc1ccc(C(C)C)c(OCCNCc2ccccc2)c1
→ -4.8%	u	-1.9%	2.4	-6.6	-23.0%	-6.9%	-2.2%	-3.6%
30. CCN(CC)CCCNC(=O)CN1C(=O)COc2ccc(S(=O)(=O)N3CCC(C)CC3)cc21
→ -3.1%	-1.2%	3.4%	0.1	0.3	-21.2%	4.1%	5.9%	-8.4%
31. O=C(NC1CC1)c1sc2cc(Cl)ccc2c1Cl
→ -1.4%	3.4%	0.2%	-2.7	-0.5	-15.5%	7.7%	4.4%	0.0%
32. Cc1c(Cc2ccccc2)c(=O)oc2cc(OCC(=O)N3CCC(C(=O)O)CC3)ccc12
→ -2.8%	-5.0%	8.4%	-13.3	-1.0	9.5%	2.4%	345.3%[activator]	0.6%
33. Cc1ccc(NC2=CC(=O)CC(C)(C)C2)cc1F
→ 8.6%	7.0%	1.5%	-7.6	4.2	-16.2%	1.1%	-3.9%	-2.5%
34. CSc1ccccc1NC(=O)Cn1ccsc1=N
→ -2.3%	14.4%	-0.8%	1.2	-1.0	-10.6%	2.7%	4.0%	-4.6%
35. O=S(=O)(O)c1cc2onnc2c2ccccc12
→ -1.0%	-3.7%	x	21.6	-17.7	-13.2%	13.4%	25.4%[57.1 µM]	-5.3%
36. CN(C)c1nc(SCC#N)nc(N(C)C)n1
→ -2.3%	-4.9%	1.4%	0.0	5.1	-8.3%	-2.1%	-8.6%	-0.3%

An excerpt, so the mix of outcomes need not match the whole.
